hcDAF-12 act = activators of H. contortus DAF-12 nuclear receptor. activation, % at 6.8 µM. AID 652067. HEK293 hcDAF-12 lit1-tk-luc reporter, luminescence; 0% DMSO, 100% Δ7-dafachronic acid. 370,000 tested, 1.4% active;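 active = activation above the mean of all tested compounds plus 3 SD, cut at about 5.5% in these data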;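 also: 100% = response to 3 µM Δ7-dafachronic acid high control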
hgDAF12 agonist = hgDAF-12 agonism, primary luciferase screen; HEK293 GAL4-hgDAF12 UAS-luciferase reporter, agonist luminescence; normalized to butyrate control; activation, % at 6.8 µM; 370,000 tested, 1.8% active;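 active = activation above a cutoff set at the mean of all screened compounds plus 3 SD, cut at about 10% in these data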;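 also: 0% = DMSO wells and 100% = sodium butyrate wells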
ssDAF12 agonist = activators of S. stercoralis DAF-12 nuclear receptor; HEK293 ssDAF-12/GRIP1 lit1-tk-luc reporter, luminescence; % of 3 µM dafachronic acid response; activation, % at 6.8 µM; 370,000 tested, 1% active; AID 652126;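 active = activation above the mean over all tested compounds plus 3 SD, cut at about 0.9% in these data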;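 also: 0% = DMSO-only wells and 100% = 3 µM delta7-dafachronic acid wells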
DAX1 inh-1 = inhibitors of human orphan nuclear receptor DAX1 (NR0B1). HEK293 Gal4-DAX1 luciferase reporter, luminescence. inhibition, % at 6.75 µM. 340,000 tested, 0.99% active. AID 504766;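 active = inhibition above the mean over all tested compounds plus 3 SD, cut at about 4.2% in these data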;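 also: 0% = DAX1-transfected cells with DMSO and 100% = empty-vector control cells with DMSO; inhibition shows as a rise in luminescence from relieved DAX1 repression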
PLCg1 inh = inhibitors of human phospholipase C gamma1 | purified PLC-gamma1, fluorogenic substrate, fluorescence | 370,000 tested, 0.84% active | P19174 | inhibition, % at 12.2 µM; in the data active = inhibition above about 9.5%
ADAM17 inh = inhibits human ADAM17; P78536; recombinant ADAM17, EDANS/DABCYL FRET peptide cleavage; inhibition, % at 6.95 µM; 370,000 tested, 0.83% active; AID 720648;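 active = inhibition above the mean of compounds lying between control limits plus 3 SD, set per campaign, cut at about 8.5% in these data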;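 also: 0% = DMSO-only wells as the low control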
PLCb3 inh = inhibitors of human phospholipase C beta3; Q01970; Purified PLC-beta3, fluorogenic substrate, fluorescence; inhibition, % at 12.2 µM; 370,000 tested, 0.18% active; in the data active = inhibition above about 11%;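 also: 0% = median of compound wells on plate and 100% = full blocker control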
Target sequence (Q01970 whole entry, looked up): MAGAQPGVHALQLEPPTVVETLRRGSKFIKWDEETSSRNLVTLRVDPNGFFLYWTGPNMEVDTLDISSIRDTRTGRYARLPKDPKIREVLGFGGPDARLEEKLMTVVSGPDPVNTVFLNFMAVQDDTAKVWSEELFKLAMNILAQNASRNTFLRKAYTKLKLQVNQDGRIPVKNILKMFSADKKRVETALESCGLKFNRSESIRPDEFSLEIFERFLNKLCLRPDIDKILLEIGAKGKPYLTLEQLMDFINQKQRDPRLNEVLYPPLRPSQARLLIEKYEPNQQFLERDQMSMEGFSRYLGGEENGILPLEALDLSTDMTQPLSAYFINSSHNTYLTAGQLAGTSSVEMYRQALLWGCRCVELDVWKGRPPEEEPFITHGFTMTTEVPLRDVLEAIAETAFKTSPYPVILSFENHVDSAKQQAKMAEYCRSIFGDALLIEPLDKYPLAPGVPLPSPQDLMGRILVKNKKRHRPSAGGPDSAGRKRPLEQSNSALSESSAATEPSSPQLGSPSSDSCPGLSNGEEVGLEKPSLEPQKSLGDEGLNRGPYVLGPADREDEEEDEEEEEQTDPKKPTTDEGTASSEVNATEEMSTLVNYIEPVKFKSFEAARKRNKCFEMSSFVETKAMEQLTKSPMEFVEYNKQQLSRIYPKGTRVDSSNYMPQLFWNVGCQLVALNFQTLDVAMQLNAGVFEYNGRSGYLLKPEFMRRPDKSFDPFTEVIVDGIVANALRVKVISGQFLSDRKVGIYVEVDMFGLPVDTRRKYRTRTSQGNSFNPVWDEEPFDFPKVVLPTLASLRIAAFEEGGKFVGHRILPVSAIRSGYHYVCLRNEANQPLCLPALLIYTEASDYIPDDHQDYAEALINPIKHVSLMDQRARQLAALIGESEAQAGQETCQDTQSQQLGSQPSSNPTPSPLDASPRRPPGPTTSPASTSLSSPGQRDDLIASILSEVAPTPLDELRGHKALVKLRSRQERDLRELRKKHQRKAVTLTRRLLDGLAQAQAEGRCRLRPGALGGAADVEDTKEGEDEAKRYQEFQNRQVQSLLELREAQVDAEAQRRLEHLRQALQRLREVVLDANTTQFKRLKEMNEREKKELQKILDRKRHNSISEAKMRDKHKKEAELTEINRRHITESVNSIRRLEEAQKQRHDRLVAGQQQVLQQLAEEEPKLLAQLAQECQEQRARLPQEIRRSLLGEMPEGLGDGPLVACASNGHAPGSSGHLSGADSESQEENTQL
GAA850 FXN act = frataxin GAA850 promoter activation. HEK293 lucGAA850 FXN promoter luciferase reporter, 24 h; percent of 10 µM SAHA response. activation, % at 6 µM. 360,000 tested, 0.56% active;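 active = activation above the average of all compounds screened plus 3 SD, cutoff fixed separately per campaign, cut at about 7.5% in these data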;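 also: 0% = DMSO wells and 100% = 10 µM SAHA wells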
HGIII-sPLA2 inh = Inhibits HGIII-sPLA2 liposome hydrolysis, primary screen | inhibition, % at 12.2 µM | AID 743126 | 370,000 tested, 0.56% active | QFRET BODIPY PC-A2 liposome hydrolysis, fluorescence;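 active = inhibition above mean plus 3 SD of compounds lying within the high and low control bounds, cut at about 19% in these data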;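 also: 0% = median of test compound wells and 100% = no enzyme DMSO wells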
ADAM10 inh = inhibitors of human ADAM10. O14672. recombinant ADAM10, EDANS/DABCYL FRET peptide cleavage, 3 h. inhibition, % at 7 µM. 370,000 tested, 0.62% active;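 active = inhibition above a per-campaign cutoff equal to the mean of compounds falling between control-based bounds plus 3 SD, cut at about 20% in these data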;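 also: 0% = DMSO wells while the 100% control is not disclosed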
DAX1 inh-2 = blocks DAX1 repression of SF-1 activated StAR promoter; HEK293T StAR-luciferase reporter, SF-1/DAX-1 repression relief; inhibition, % at 6.8 µM; 370,000 tested, 1.1% active; AID 652010;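 active = inhibition above the mean over all tested compounds plus 3 SD, cut at about 3.6% in these data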;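 also: 0% = DAX-1 cells with DMSO and 100% = cells lacking DAX-1 with DMSO; higher inhibition means more luminescence from relief of DAX-1 repression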
The depositor's hits bear a star; . = not tested or not shown; & = joins results of further samples.

nr	Molecule	hcDAF-12 act	hgDAF12 agonist	ssDAF12 agonist	DAX1 inh-1	PLCg1 inh	ADAM17 inh	PLCb3 inh	GAA850 FXN act	HGIII-sPLA2 inh	ADAM10 inh	DAX1 inh-2
1	Cc1cc(C)n2nc(SCc3cc(=O)oc4ccc5ccccc5c34)nc2n1	-0.8	-2.3	-1.0	0.4	-27.4	-13.0	-33.4	-2.5	5.9	-24.2	0.0
2	COc1cc2c(C#N)c(N3CCCC3)nc(N)c2c(N)n1	-1.1&-0.5	1.0&-1.8	-1.5&-1.0	0.3&0.7	-114.7	-29.3&-192.9	-174.6	2.1&1.2	5.2&10.1	-89.5	-0.6&-0.9
3	CCOCCCn1c(=N)c(C(=O)NCc2ccc3c(c2)OCO3)cc2c(=O)n3ccccc3nc21	-1.5	1.3	-1.4	.	-17.6	-26.5	-28.1	.	0.9	-76.9	-0.8
4	CCOC(=O)C1CCCN(CCC(=O)Nc2ccc(Br)cc2)C1 (stereo unspecified)	0.2	-0.5	-1.4	0.1	2.8	0.8	5.8	1.5	-0.9	-4.4	0.0
5	C/C(CCC1CC(C)(C)OC1=O)=N\NC(N)=S (stereo unspecified)	1.8	-1.7	-1.5	-1.7	5.2	6.0	-9.0	-0.1	11.4	4.0	-0.4
6	CCONC(=NC)c1nonc1N	-1.7	-2.0	-1.7	1.6	4.8	2.0	4.0	-1.5	4.8	3.7	-0.3
7	Cc1cccc(-c2csc(NC(=O)c3cnccn3)c2C(=O)OC(C)C)c1	-0.7	-0.5	-0.9	0.4	-5.6	-3.2	-3.9	1.4	-1.6	-6.6	0.9
8	CCCCN1CC(COc2ccc(OC)cc2)OCCS1(=O)=O (stereo unspecified)	1.3	0.2	-0.5	.	2.1	1.1	3.3	.	-5.8	2.4	-0.2
9	Cc1ccccc1N=C1NC(=O)CC(c2ccccc2)S1 (stereo unspecified)	-2.4	-1.7	-1.5	0.6	-0.7	-0.3	2.2	1.9	-7.5	2.3	-0.1
10	CC(=O)Nc1ccc(NC(=O)c2cc(-c3cc(C)cc(C)c3O)n[nH]2)cc1	-4.7	-2.7	-1.7	-2.5	-0.1	-1.7	-0.3	0.1	-3.8	9.5	-0.6
11	CC1C(C#N)=C(SCC(N)=O)NC2=C1C(=O)CC(C)(C)C2 (stereo unspecified)	-0.3	0.2	-1.4	-0.7	-12.2	-6.9	-13.8	5.2	4.9	-16.9	-1.0
12	N#Cc1c(N)c(C#N)c(-c2ccc3c(c2)OCO3)c2c1CCCC2	-1.9	0.4	-0.8	0.0	-14.7	-7.4	-24.3	-2.1	9.1	-16.8	-0.2
13	CC(C)NCCOCCOc1ccccc1F	-0.6	-1.2	-0.2	-0.9	-0.7	-7.1	-0.4	-1.6	3.3	0.9	0.4
14	O=C(CCCCCn1c(=O)[nH]c2ccsc2c1=O)NCc1ccc2c(c1)OCO2	-1.3	0.9	-1.5	-0.1	1.5	-4.2	4.3	1.2	5.4	-13.6	0.8
15	COc1ccc(CC(=O)Nc2ccc3c(c2)CCC3)cc1OC	-3.4	-8.5	-2.0	-2.5	-1.4	-1.1	1.4	2.5	-2.5	-0.6	-2.8
16	COC(=O)[C@H](Cc1c[nH]c2ccccc12)NCc1cccc(B(O)O)c1	2.6	-0.7	0.0	0.7	2.1	-0.9	2.5	2.2	-4.3	8.6	0.1
17	CCCC1CCC2(CC1)CCC2OC(=S)NCCc1ccc(Cl)cc1 (stereo unspecified)	0.2	-2.5	-0.8	.	0.7	-3.1	0.3	.	11.8	-8.8	.
18	CN(C(=S)Nc1ccc(F)cc1)C1(c2ccccc2Cl)CCCCC1=O (stereo unspecified)	-1.6	-0.7	-1.9	0.1	0.7	-3.5	-1.5	2.8	-3.0	-0.9	0.1
19	CC1CCCN(C(=O)CCNC(=O)Cn2cnc3ccccc3c2=O)C1 (stereo unspecified)	-1.2	0.5	-1.2	-2.0	-1.4	-0.6	1.4	1.8	-3.0	5.8	0.1
20	O=C(Nc1cccc2ccccc12)N1CCc2ccccc2C1	0.3	2.1	-0.6	0.7	-89.0	-66.2	-113.2	2.6	0.9	-183.4	-1.2
21	CC1CC(C)CN(C(=O)c2cccc3c2-c2ccccc2C3=O)C1 (stereo unspecified)	-1.7	-2.8	-1.4	-1.8	-0.4	-4.0	-7.4	0.9	4.8	1.7	-0.2
22	C=CCn1c(=NC(=O)c2cccc(N3C(=O)CCC3=O)c2)sc2cccc(OC)c21	-2.2	0.3	-1.1	4.8*	-64.2	-7.9	-101.3	-0.9	-5.8	-16.4	-0.6
23	Cc1cc(NC(=O)CSCc2nc(-c3cccc(Cl)c3)oc2C)no1	-1.6	-2.5	-1.4	0.0	1.4	-5.6	-1.0	0.3	-4.2	-6.3	0.7
24	Cc1cc(=O)[nH]c(N/N=C/c2cccc([N+](=O)[O-])c2)n1	1.4	-1.9	-0.7	.	1.8	-1.2	2.2	.	1.8	-3.1	0.5
25	C=CCN1C(=O)[C@@H](CC(=O)N2CCN(C(=O)c3ccco3)CC2)[C@]2(C(=O)OCC)CCCCC/C=C/12	-2.6	-3.6	-1.2	.	0.1	1.6	-2.0	.	-2.5	-0.6	0.5
26	CCC(C)NC(=O)Cn1c(=O)n(CCCCC(=O)NCc2ccco2)c(=O)c2ccccc21 (stereo unspecified)	-1.2	-0.3	-0.8	-0.6	-0.5	-2.0	-0.9	-1.2	2.8	10.2	-0.2
27	CCN(CC)S(=O)(=O)c1ccc(C)c(NC(=S)N2CCN(C/C=C/c3ccccc3)CC2)c1	-3.5	-5.3	-2.4	-3.4	0.6	3.3	0.9	-2.3	-7.5	2.0	-2.5
28	CN(C)C(CNC(=O)c1cccnc1Sc1ccccc1)c1ccco1 (stereo unspecified)	-0.8	0.5	-1.1	-0.4	-41.1	-4.3	-1.6	2.9	2.3	-12.1	-0.2
29	Cc1ccc(C(C(=O)NCc2ccccc2)N(C(=O)c2csnn2)C2CC2)cc1 (stereo unspecified)	-0.5	-0.7	-0.8	-0.9	0.1	-2.1	-4.7	-0.7	2.6	4.7	0.1
30	O=C(NC(=S)Nc1ccc(S(=O)(=O)N2CCCC2)cc1)C1CC1	-2.8	-2.0	-2.2	-1.4	1.4	3.8	5.9	-0.7	-0.9	7.6	-2.2

An excerpt from above in order of number of heavy atoms, lowest first.
nr	Molecule	hcDAF-12 act	hgDAF12 agonist	ssDAF12 agonist	DAX1 inh-1	PLCg1 inh	ADAM17 inh	PLCb3 inh	GAA850 FXN act	HGIII-sPLA2 inh	ADAM10 inh	DAX1 inh-2
30	O=C(NC(=S)Nc1ccc(S(=O)(=O)N2CCCC2)cc1)C1CC1	-2.8	-2.0	-2.2	-1.4	1.4	3.8	5.9	-0.7	-0.9	7.6	-2.2
19	CC1CCCN(C(=O)CCNC(=O)Cn2cnc3ccccc3c2=O)C1 (stereo unspecified)	-1.2	0.5	-1.2	-2.0	-1.4	-0.6	1.4	1.8	-3.0	5.8	0.1
14	O=C(CCCCCn1c(=O)[nH]c2ccsc2c1=O)NCc1ccc2c(c1)OCO2	-1.3	0.9	-1.5	-0.1	1.5	-4.2	4.3	1.2	5.4	-13.6	0.8

An excerpt of these results, with values under each structure.
Value order – hcDAF-12 act | hgDAF12 agonist | ssDAF12 agonist | DAX1 inh-1 | PLCg1 inh | ADAM17 inh | PLCb3 inh | GAA850 FXN act | HGIII-sPLA2 inh | ADAM10 inh | DAX1 inh-2
18. CN(C(=S)Nc1ccc(F)cc1)C1(c2ccccc2Cl)CCCCC1=O (stereo unspecified)
    -1.6 | -0.7 | -1.9 | 0.1 | 0.7 | -3.5 | -1.5 | 2.8 | -3.0 | -0.9 | 0.1
19. CC1CCCN(C(=O)CCNC(=O)Cn2cnc3ccccc3c2=O)C1 (stereo unspecified)
    -1.2 | 0.5 | -1.2 | -2.0 | -1.4 | -0.6 | 1.4 | 1.8 | -3.0 | 5.8 | 0.1

Entries by screen from the list.
Nos. 14 to 25 in HGIII-sPLA2 inh, in turn: 5.4, -2.5, -4.3, 11.8, -3.0, -3.0, 0.9, 4.8, -5.8, -4.2, 1.8, -2.5
Nos. 14 to 25 in DAX1 inh-2, in turn: 0.8, -2.8, 0.1, ., 0.1, 0.1, -1.2, -0.2, -0.6, 0.7, 0.5, 0.5

The list continues.
nr	Molecule	hcDAF-12 act	hgDAF12 agonist	ssDAF12 agonist	DAX1 inh-1	PLCg1 inh	ADAM17 inh	PLCb3 inh	GAA850 FXN act	HGIII-sPLA2 inh	ADAM10 inh	DAX1 inh-2
31	CCn1c(SC(C)C(=O)NCC2CCCO2)nc2scc(-c3ccccc3)c2c1=O (stereo unspecified)	-0.5	-0.6	-1.1	-0.4	0.3	-4.7	-3.3	-0.7	4.8	-12.5	-2.0
32	COc1ccc(CCN2CC(C(=O)NC3CCCCC3)CC2=O)cc1OC (stereo unspecified)	-0.2	1.6	-1.4	-0.2	-1.9	-5.3	-7.8	-0.8	9.9	0.6	0.8
33	COc1ccc(Cl)cc1NC(=O)c1cc(-c2ccco2)on1	5.4	4.5	0.8	0.3	1.7	-4.8	-13.3	1.2	7.8	-3.4	-0.3
34	CCOc1ccc(C2(C)NC(=O)N(CCN(C)C)C2=O)cc1 (stereo unspecified)	1.2	1.8	-0.5	-0.1	0.5	-0.9	-6.8	2.2	-4.8	3.4	0.1
35	CCN(CC)c1ccc(/C=C2/C(=O)ON=C2C)cc1	-2.1	-3.2	-0.8	-0.5	-3.0	-0.5	-4.8	2.9	8.1	-4.2	-1.4
36	CCCCn1c(N)c(N(CC(C)C)C(=O)CSc2ccccc2C)c(=O)[nH]c1=O	-1.9	1.1	-1.0	-1.0	-2.0	-8.5	-2.9	0.8	-2.5	-15.5	0.7
37	CCOc1ccccc1NC(=O)C(OC(=O)c1ccccc1)c1ccccc1 (stereo unspecified)	-0.7	2.7	-0.4	-0.6	2.1	4.2	2.0	1.0	-7.7	6.5	0.0
38	CCc1nnc(NC(=O)c2ccc(S(=O)(=O)N(CC)CC)cc2)s1	4.1	8.3	-0.7	-0.5	-2.7	-5.1	-2.3	0.6	6.1	-3.7	3.1
39	Cc1ccc(CNC(=O)C2CC(=O)N(C3CCCC3)C2)cc1 (stereo unspecified)	-1.2	0.5	-1.1	0.2	4.6	-0.2	-11.8	0.5	16.5	-20.0	0.3
40	CN1C(=O)/C(=C\c2cc(N=Nc3ccccc3)ccc2O)SC1=S	-0.7	0.8	-0.6	0.1	1.6	2.2	3.2	-0.6	5.4	7.4	0.5
41	CCOC(=O)Cn1c(=O)oc2cc(S(=O)(=O)NCCc3ccc(C)cc3)ccc21	-1.2	-0.2	-1.4	1.6	-1.8	-0.6	-1.9	0.3	-26.7	-2.1	0.2
42	S=C(N/N=C/c1ccco1)NC1CC2CCC1C2 (stereo unspecified)	-0.8	5.2	-0.5	-0.5	-11.9	-8.6	-15.1	5.3	7.4	-26.3	0.3
